Screens as filed in PubChem BioAssay.
yeast mlh1 rad18 – NCI yeast anticancer drug screen, S. cerevisiae mlh1 rad18 strain | 11% of 79,000 active | % growth inhibition at 50 µM;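 also: 0% = growth of vehicle-only cultures of the same strain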
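Inhibition values reflect reduced growth of mutant yeast versus vehicle-treated controls following compound exposure; the mutations affect DNA damage repair.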
rad50 – NCI yeast anticancer drug screen, S. cerevisiae rad50 strain; 10% of 79,000 active; % growth inhibition at 50 µM; AID 155;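 also: 0% = growth of vehicle-only cultures of the same strain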
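Compounds were tested on a yeast strain with an engineered DNA damage repair alteration; the reported value is growth inhibition normalised to vehicle treatment.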
yeast sgs1 mgt1 – NCI yeast anticancer drug screen, S. cerevisiae sgs1 mgt1 strain; growth inhibition, % at 50 µM; 10% of 78,000 active; AID 161;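 also: 0% = growth of vehicle-only cultures of the same strain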
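Percent growth inhibition was derived by comparing compound-exposed mutant yeast with vehicle-exposed cultures. The strain carries alterations in DNA damage repair.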
yeast mec2-1 – NCI yeast anticancer drug screen, S. cerevisiae mec2-1 strain | % growth inhibition at 50 µM | 9% of 79,000 active;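 also: 0% = growth of vehicle-only cultures of the same strain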
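Each compound was tested on mec2-1 yeast, a strain altered in DNA damage repair or cell cycle control. Growth inhibition is reported relative to vehicle.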
yeast cln2 rad14 – NCI yeast anticancer drug screen, S. cerevisiae cln2 rad14 strain; 8.3% of 78,000 active; % growth inhibition at 50 µM;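 also: 0% = growth of vehicle-only cultures of the same strain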
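Strain: cln2 rad14 yeast, altered in cell cycle control and DNA damage repair. Read-out: growth inhibition vs vehicle.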
yeast bub3 – NCI yeast anticancer drug screen, S. cerevisiae bub3 mutant strain; growth inhibition, % at 50 µM; 9.9% of 78,000 active; AID 167;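 also: 0% = growth of vehicle-only cultures of the same strain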
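Yeast carrying a defined mutation is treated with each compound, and growth is compared with that of vehicle-exposed cells to give inhibition.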
Starred values were filed as active, the others as inactive; . = no result given. Rule as the data show it: active = growth inhibition above about 70%; inactive = the rest.

Start of the data: the first four entries (preview)
SMILES	yeast mlh1 rad18	rad50	yeast sgs1 mgt1	yeast mec2-1	yeast cln2 rad14	yeast bub3
C=C(C)C1CCC2(C)CCC(=O)C(C)=C2C1 (stereo not given)	-4	3	-6	1	-20	-6
Sc1ccc(Nc2c3ccccc3nc3ccccc23)cc1	55	28	15	34	7	26
CCC(=O)NCCCCCN1CCCCC1	9	9	10	5	-16	-1
CC(=O)N(C)n1cn[n+](CC(=O)OC(C)(C)C)c1	-11	-28	-25	-12	2	-25

The list itself, from the first entry:
SMILES	yeast mlh1 rad18	rad50	yeast sgs1 mgt1	yeast mec2-1	yeast cln2 rad14	yeast bub3
C=C(C)C1CCC2(C)CCC(=O)C(C)=C2C1 (stereo not given)	-4	3	-6	1	-20	-6
Sc1ccc(Nc2c3ccccc3nc3ccccc23)cc1	55	28	15	34	7	26
CCC(=O)NCCCCCN1CCCCC1	9	9	10	5	-16	-1
CC(=O)N(C)n1cn[n+](CC(=O)OC(C)(C)C)c1	-11	-28	-25	-12	2	-25
CNC(=O)c1ccccc1C(=N)c1ccccc1	-8	-13	-11	-5	-8	-10
CCC(=O)N1C(=O)C(CC)(CC)C(=O)N1C(=O)CC	-30	3	23	-10	18	2
CC1(C)OCC(C(O)C(O)C2COC(C)(C)O2)O1 (stereo not given)	13	6	6	-3	-25	0
COC(=O)c1ccccc1/C=C1\SC(=S)NC1=O	-1	-2	18	6	-10	-5
C/C(=N/NC(N)=S)c1ccc2ccccc2c1	29	17	44	17	17	29
N#CC(C(=O)C(=O)Nc1nccs1)c1ccccc1 (stereo not given)	16	6	5	-1	42	17
CC(C)(C)SC(=S)SCC(=O)c1ccc(F)cc1	2	4	9	-36	-10	-2
CCCCCCCCCCCCCC(=O)OCCCl	-17	-29	10	-17	-101	-10
CN1C(=O)C(=O)N(C)C(=O)C1=O	10	9	11	11	7	13
C/C(O)=C(\C=NC(=S)c1ccncc1)C(=O)Nc1ccccc1C	-27	-26	-5	-38	13	-4
COc1ccc(C2CCCCC2=O)cc1 (stereo not given)	-12	-17	-12	-49	5	-34
CCN(CC)CCOc1ccc(/C=C(\C#N)c2ccc(OC)cc2)cc1	76*	74*	86*	63	83*	69
[N-]=[N+]=NC(=O)c1cccc2c1Cc1ccccc1-2	0	9	-4	1	-41	-12
COc1cccc(Br)c1OC	-3	-5	21	1	39	32
CC1=Nc2ccccc2NC(C)(C)C1	20	30	30	23	14	15
CN(C)c1ccc(/C=c2\sc3nnc(-c4cccnc4)n3c2=O)cc1	-2	-27	9	-36	12	-7
CC(=O)C(C)c1nc2ccccc2s1 (stereo not given)	-12	-11	-9	-4	-37	-19
c1ccc2c(CCc3ccncc3)c[nH]c2c1	58	47	50	45	6	5
O=C(O)COc1cc(-c2ccccc2F)nc2cc3c(cc12)OCO3	-18	34	16	22	8	-3
COc1cc2c(c3[nH]cc(C(=O)O)c(=O)c13)NC(=O)CS2	-29	-47	-17	-88	-32	-3
O=C(Nc1ccccc1)Nc1ccccc1Cl	-15	7	5	8	-16	-25
OCC(CBr)(CBr)CBr	-4	2	8	-2	19	4
CCN(CC)C(=O)C1CCN(CCOc2ccccc2)CC1	-26	-14	2	13	-10	0
Cc1cc2n(n1)C(=O)CC(=O)C2	-4	8	2	1	-24	-1
CC(=O)Nc1ccc(/C=C/C(=O)c2ccc([N+](=O)[O-])cc2)cc1	-29	-25	-1	-37	2	-14
Cc1cccc(C)c1NC(=S)N1CCOCC1	-24	18	-20	24	-77	2
CC(=O)OC[C@@]12CC[C@H]3C(C)(C)CCC[C@]3(C)[C@H]1C[C@@H](C1=CC(=O)O[C@H]1O)O2	90*	87*	91*	92*	92*	89*
CCN(CC)CCCOC(=O)C(c1ccccc1)C1CCCCC1 (stereo not given)	98*	89*	91*	67	88*	94*
CCCCNc1ncnc2c1cnn2-c1ccccc1	0	7	3	-1	-27	-5
CCN(C(=O)Nc1ccc(SC)cc1)c1ccccc1	25	8	16	12	3	55
CC1CCC2N(C1)CC1C(C(O)C(O)C3(O)C1CC14OC5(O)C(O)CCC1(C)C5CC(O)C34)C2(C)O (stereo not given)	8	-8	7	3	15	-12
CCn1c2c(c3ccccc31)[C@@H](c1ccc(Cl)cc1)CC1C(=O)N(c3ccccc3)C(=O)C21 (stereo not given in full)	36	18	15	33	-8	38

In the list so far, two contain a tert-butyl group.
SMILES	yeast mlh1 rad18	rad50	yeast sgs1 mgt1	yeast mec2-1	yeast cln2 rad14	yeast bub3
CC(=O)N(C)n1cn[n+](CC(=O)OC(C)(C)C)c1	-11	-28	-25	-12	2	-25
CC(C)(C)SC(=S)SCC(=O)c1ccc(F)cc1	2	4	9	-36	-10	-2

Carrying on.
SMILES	yeast mlh1 rad18	rad50	yeast sgs1 mgt1	yeast mec2-1	yeast cln2 rad14	yeast bub3
C(=C\c1nc2ccccc2nc1-c1ccccc1)/c1ccccc1	11	5	2	-5	-43	-5
COC(=O)N[Si](C)(C)C	7	1	-12	7	-1	0
CCOC(=O)c1cnc2nc[nH]n2c1=O	-36	-53	-11	-54	12	-67
CC1(C)C[C@H](OC2CCCCO2)[C@H]2O[C@@]2(C)C1 (stereo not given in full)	4	11	-30	4	1	18
CCOC1CN(C(=O)ON)N1C(=O)ON (stereo not given)	5	5	-10	-13	-33	-22
CCCCCCCCCCCC(=O)NC(=S)Nc1cc(OC)ccc1OC	-1	-18	-3	-7	-47	-4
CSc1cnc2ccccc2c1Sc1c[nH]c2ccccc2c1=O	-12	-15	1	4	12	-8
Cc1ccc(CSC(=S)NNc2ccccc2)cc1C	-36	-29	-2	-44	-14	-33
O=[N+]([O-])c1cc(S(=O)(=O)c2ccc(Cl)c([N+](=O)[O-])c2)ccc1Cl	11	6	10	-13	-24	11
O=C1CSc2ccccc2-n2cccc21	2	10	62	3	-1	-11
COC(CN1C=C(Sc2ccccc2)CC1)OC	56	49	32	24	13	28
O=[N+]([O-])c1ccc(C2CC3(c4ccccc4)ON=C(c4ccccc4)N3c3ccccc3S2)cc1 (stereo not given)	5	-25	-4	5	-12	-9

Reprinted at random: three records from the list.
SMILES	yeast mlh1 rad18	rad50	yeast sgs1 mgt1	yeast mec2-1	yeast cln2 rad14	yeast bub3
C=C(C)C1CCC2(C)CCC(=O)C(C)=C2C1 (stereo not given)	-4	3	-6	1	-20	-6
[N-]=[N+]=NC(=O)c1cccc2c1Cc1ccccc1-2	0	9	-4	1	-41	-12
O=C(Nc1ccccc1)Nc1ccccc1Cl	-15	7	5	8	-16	-25

Next part:
SMILES	yeast mlh1 rad18	rad50	yeast sgs1 mgt1	yeast mec2-1	yeast cln2 rad14	yeast bub3
N#Cc1sc2nc(/C=C3/C=CC=CC3=O)c(O)n2c1N	-3	8	25	9	26	17
NNc1ncnc2nc[nH]c12	-19	-20	-14	-10	-45	-16
O=C(c1ccccc1)c1ccccc1NCC(O)COc1cccc2ccccc12 (stereo not given)	-4	-8	-22	-20	-14	6
N#Cc1c(NC(=O)CCC(=O)O)ccc2ccccc12	5	-15	10	-31	4	-1
N#C/C(=C\c1ccccc1Cl)c1ccccc1	41	50	20	19	9	24
c1ccc2c(c1)C1C3c4ccccc4C1C1C2C31	-3	5	0	12	3	4
O=C1CC(NC(=O)c2ccccc2)C(=O)O1 (stereo not given)	-21	-6	19	3	-31	4
Cc1ccc(NC(=S)N(C)C)cc1Cl	0	11	-6	6	-26	-24
CC1=C(C(=O)Nc2ccccc2)C(c2ccccc2Cl)C(C(=O)Nc2ccccc2)=C(C)N1	7	15	-6	0	14	-12
C/C(=N\NC(=S)Nc1ccc(S(=O)(=O)O)cc1)c1ccccn1	50	21	34	18	19	33
NC(N)=NCCN1CCCCCc2ccccc21	10	-25	-6	-10	-14	19
C/C(=C/C(=O)N1c2ccccc2CC1c1c[nH]c2ccccc12)C(=O)O (stereo not given)	41	62	47	-3	-1	17
Cn1c(=O)c2[nH]c(Nc3cccc(Cl)c3)nc2n(C)c1=O	17	-26	-19	9	-13	-2
O=C(Nc1ccc(Cl)c(Cl)c1)OC1C=CS(=O)(=O)C1 (stereo not given)	0	-8	-12	-6	8	4
CC1OC2CC(O)C1(O)C1=C2C(O)=C(C(N)=O)C(=N)C1=O (stereo not given)	-21	12	19	-16	7	5
CC(C)NCC(O)CCCNc1ccc(Cl)cc1 (stereo not given)	2	17	28	11	2	11
Cc1ccc(O)c(N)c1	1	2	-20	-12	2	-10
O=C1C(=O)c2ccccc2C=C1[N+](=O)[O-]	69	50	74*	29	17	9
OC1C2COC(O2)C2OC(c3ccccc3)OC12 (stereo not given)	-6	-15	10	-7	-31	-5
O=[N+]([O-])c1cnc(/C=[N+](\[O-])C2CCCCC2)n1CCO	10	4	0	18	14	17
Cn1c(=O)cc(NNc2ccccc2)[nH]c1=O	-38	-6	22	9	39	13
CN(/N=N/N(C)c1ccccc1)c1ccccc1	-22	4	-19	21	25	14
COc1cc(/C=C\C(=O)O)ccc1O	14	-2	1	-6	20	5
O=C1CSC(c2cc(F)ccc2F)N1c1nncs1 (stereo not given)	28	18	17	-4	-28	-19
COc1ccc(C#CCC(OC2OC(CO)C(O)C(O)C2O)C(O)c2ccc(OC)c(OC)c2)cc1OC (stereo not given)	-16	0	-7	-8	12	-17
CCCCCCCCCCCCOc1ccc(C)cc1	5	5	.	-25	.	.
CC(CS(=O)(=O)Cc1ccccc1)C(N)=O (stereo not given)	-17	-5	14	38	30	-10
O=C(NC1CC1)C1CC1	-1	-20	-1	-13	-17	2
Nc1ccc2cc(Br)ccc2c1Br	91*	5	18	90*	-23	88*
CCOC(=O)C(C#N)c1c(F)c(F)c(C(F)(F)F)c(F)c1F (stereo not given)	22	20	26	20	33	38
O=C1c2ccccc2C2(O)Nc3c(ccc4ccccc34)C12O (stereo not given)	15	2	11	-3	-4	-17
CCCNC(=S)NN1C2CSC1CS2	0	3	-1	15	-33	-24
O=[N+]([O-])c1ccc(NCC(O)C(O)C(O)C(O)CO)c([N+](=O)[O-])c1 (stereo not given)	40	0	25	9	-29	-13
O=C(CN1CCCC1)Nc1ccc2sc3ccccc3c(=O)c2n1	4	17	-6	-30	22	11
Nc1nc(F)nc2c1ncn2C1OC(CO)C(O)C1O (stereo not given)	-12	-10	8	2	0	2
O=[N+]([O-])/C(C(Cl)=C(Cl)Cl)=C1\NCCS1	42	40	40	26	10	35
O=C1/C(=C/c2ccc(Cl)c(Cl)c2)CNC/C1=C\c1ccc(Cl)c(Cl)c1	90*	50	90*	90*	90*	92*
COc1ccc(C(C)=O)cc1CN1CCN(Cc2cc(C(C)=O)ccc2OC)CC1	-24	-12	6	-18	9	-6
c1ccc2cc3c(NC4=NCCO4)cccc3cc2c1	16	-3	-3	6	22	33
NC(=O)C1=CN(CCc2ccccc2)c2ccccc2C1S(=O)(=O)O (stereo not given)	13	-12	21	-7	-77	-1
CC1(C)COC1(c1ccccc1)c1cccnc1 (stereo not given)	-17	-45	-14	-11	-39	8
COc1c2c(c3c(c1C1OC(C)[C@@H](C)O1)CC(C)(C)O3)C(=O)c1ccccc1C2=O (stereo not given in full)	-2	3	-3	-25	21	1
O=[N+]([O-])c1cccc(NC(c2ccccc2)S(=O)(=O)O)c1 (stereo not given)	5	-5	10	-19	19	9
NNc1cccc2ccccc12	6	15	17	-9	-19	-1
Cc1ccc2ccccc2[n+]1CC(=O)c1ccc([N+](=O)[O-])cc1	-12	-17	-9	-31	10	-11
COC(=O)C1CC2CCCCC2CC1OC(C)=O (stereo not given)	39	-6	39	-8	-8	33
Cc1cccc(C)c1NC(=O)Oc1ccc(Cl)cc1Cc1ccccc1	99*	99*	100*	100*	99*	99*
CC(=O)[CH-]C(=O)c1ccccc1.CC(=O)[CH-]C(=O)c1ccccc1.CC(C)CCCC(C)[C@H]1CCC2[C@@H]3CCC4C[C@@H]([O-])CC[C@]4(C)C3CC[C@@]21C.CC(C)CCCC(C)[C@H]1CCC2[C@@H]3CCC4C[C@@H]([O-])CC[C@]4(C)C3CC[C@@]21C.Cl.[Ti+4] (stereo not given in full)	-1	14	21	1	-12	26

Among those listed so far, 3 contain an aryl thioether with sulfur outside any ring:
SMILES	yeast mlh1 rad18	rad50	yeast sgs1 mgt1	yeast mec2-1	yeast cln2 rad14	yeast bub3
CCN(C(=O)Nc1ccc(SC)cc1)c1ccccc1	25	8	16	12	3	55
CSc1cnc2ccccc2c1Sc1c[nH]c2ccccc2c1=O	-12	-15	1	4	12	-8
COC(CN1C=C(Sc2ccccc2)CC1)OC	56	49	32	24	13	28

Other entries:
SMILES	yeast mlh1 rad18	rad50	yeast sgs1 mgt1	yeast mec2-1	yeast cln2 rad14	yeast bub3
CCOC(=O)C[P+](c1ccc(OC)cc1)(c1ccc(OC)cc1)c1ccc(OC)cc1	92*	91*	92*	96*	93*	92*
CC(C)OP(=O)(O)CCl	-26	-17	-24	-13	-11	-14
Nc1nc(N)c2cc(S(=O)c3ccc4ccccc4c3)ccc2n1 (stereo not given)	14	24	20	79*	-42	-14
O=C1CSC(=S)N1c1ccccc1	3	2	-4	-4	-5	1
CC1(C)OC(=O)C(c2cccs2)C(=O)O1	-14	17	-6	-11	18	-5
